# Screens as filed in PubChem.
# Vif inh – blocks HIV Vif function | HEK293T cells, Vif self-association by quenched fluorescence, imaging, 24 h | 340,000 compounds, 0.35% hits | inhibition, % at 7.49 µM | AID 602346; in the data active = inhibition above about 50%, passing the limit was not always enough; also: some results filed as inactive read as strong as hits
# HIF-2a inh – HIF-2a inhibition. 786-0 RCC cells HIF-2a reporter, luciferase luminescence, overnight. 360,000 compounds, 0.72% hits. inhibition, % at 18.8 µM;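 active = inhibition of the luminescence signal of 40% or more relative to plate controls, in a single-dose primary screen at 18.75 µM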
# CaV13 ICDI inh – Primary screen for inhibitors of IQ motif and Ca2+-dependent inactivation inhibitor domain binding in CACNA1D, Förster resonance energy transfer in living cells, …. 340,000 compounds, 0.098% hits. inhibition, % at 12.3 µM. HEK cells, CFP/YFP FRET ICDI-IQ, plate reader, 10 min; percent FRET-ratio fall versus neutral wells;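 active = mean replicate inhibition of at least 30% and at least 1% of replicates passing that level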;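 also: 0% = median of the neutral control wells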
# NR2E3 ag-1 – agonists of human nuclear receptor NR2E3; Q9Y5X4; GST-NR2E3/biotin-RetCOR TR-FRET, 1536-well; inhibition of corepressor binding, % at 4.78 µM; 320,000 compounds, 0.12% hits; AID 2300;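 active = percent inhibition above the cutoff of mean plus 3 SD of all tested compounds, set per screening campaign, cut at about 20% in these data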;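 also: 0% = DMSO wells and 100% = biotin wells as full block of FRET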
# Target sequence (Q9Y5X4 whole entry, looked up): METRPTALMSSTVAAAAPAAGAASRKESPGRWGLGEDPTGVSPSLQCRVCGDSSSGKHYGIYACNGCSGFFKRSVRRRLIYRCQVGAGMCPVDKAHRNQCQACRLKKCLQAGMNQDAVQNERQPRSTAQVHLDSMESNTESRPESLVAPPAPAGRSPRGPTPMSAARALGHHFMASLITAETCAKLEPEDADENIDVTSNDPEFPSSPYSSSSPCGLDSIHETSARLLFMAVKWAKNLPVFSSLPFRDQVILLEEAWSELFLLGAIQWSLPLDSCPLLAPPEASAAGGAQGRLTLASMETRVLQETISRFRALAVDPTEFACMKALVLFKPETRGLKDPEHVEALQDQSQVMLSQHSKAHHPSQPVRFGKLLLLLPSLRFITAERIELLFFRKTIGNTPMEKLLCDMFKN
#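 Material: NR2E3–RetCOR corepressor complex / Incubation: Compound–protein incubation for 5 h at 4 °C / Dosing: compound at 4.8 µM, single dose / Detection: time-resolved FRET / Benchmarks: high control biotin, low control 0.6% DMSO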
# NR2E3 ag-2 – activates human NR2E3 receptor | CHO-S Gal4-NCOR/VP16-NR2E3 two-hybrid, luciferase | AID 602229 | 360,000 compounds, 0.35% hits | inhibition of corepressor binding, % at 3.98 µM | Q9Y5X4;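 active = inhibition above the mean of all tested compounds plus 3 SD, cut at about 70% in these data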;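 also: 0% = DMSO with NR2E3 transfected cells and 100% = cells lacking NR2E3 construct; higher means lower luciferase signal from less NR2E3 corepressor binding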
# iPSC survival up – increases survival of single human iPS cells; hiPSC single-cell survival, ATPlite luminescence; 100% = ROCK inhibitor wells, 0% = DMSO; survival enhancement, % at 20 µM; 360,000 compounds, 0.044% hits; AID 602274; in the data active = survival enhancement above about 18%;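 also: cells exposed to compounds for 16 hours before the ATP read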
# Peg3 promoter – reduces Peg3 promoter-driven luciferase expression in HeLa; AID 588405; inhibition, % at 20 µM; 360,000 compounds, 1.7% hits; HeLa PEG-Prom luciferase reporter, luminescence, overnight;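 active = inhibition of at least 50% at 20 µM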
# PDI turbidity – blocks human protein disulfide isomerase activity; PDI insulin aggregation turbidity, A650, 90 min; AID 588391; 350,000 compounds, 0.052% hits; P07237; inhibition, % at 10 µM;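 active = mean inhibition across replicates of 30% or more, whatever share of single replicates reach that level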;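 also: absorbance from insulin aggregation driven by PDI reduction with DTT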
# Target sequence (P07237 whole entry, looked up): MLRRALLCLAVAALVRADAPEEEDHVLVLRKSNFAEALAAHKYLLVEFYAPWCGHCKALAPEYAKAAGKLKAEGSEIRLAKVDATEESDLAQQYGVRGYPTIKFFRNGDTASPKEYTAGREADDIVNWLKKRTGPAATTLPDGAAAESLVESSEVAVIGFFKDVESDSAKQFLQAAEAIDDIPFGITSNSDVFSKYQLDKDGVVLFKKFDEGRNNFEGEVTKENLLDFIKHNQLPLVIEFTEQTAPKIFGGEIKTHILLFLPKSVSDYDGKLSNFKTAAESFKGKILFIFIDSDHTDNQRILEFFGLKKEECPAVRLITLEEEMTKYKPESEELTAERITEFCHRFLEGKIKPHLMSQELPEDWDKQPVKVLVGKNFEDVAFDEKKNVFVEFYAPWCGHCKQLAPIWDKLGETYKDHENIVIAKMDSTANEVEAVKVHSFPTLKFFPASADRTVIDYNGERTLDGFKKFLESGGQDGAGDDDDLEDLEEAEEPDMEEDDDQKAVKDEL
# aDG glyco up – increases alpha dystroglycan glycosylation; Pro5-aDG cells, alpha-DG glycosylation AlphaScreen (IIH6); 0% Pro5, 100% B10-LARGE cell signal; activation, % at 10 µM; 360,000 compounds, 0.22% hits;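 active = activation of at least 8% versus controls, or a plate z-score of at least 8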;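 also: Pro5 are CHO cells carrying HIG-tagged alpha-DG that lacks glycosylation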
# Exocytosis inh – blocks lytic granule exocytosis; TALL-104 LAMP-1 surface exposure, flow cytometry; cells stimulated with thapsigargin and PMA; inhibition, % at 10 µM; 360,000 compounds, 0.66% hits; AID 651702;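 active = inhibition above about 55%, limit read from the data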
# MITF TRPM1 inh – inhibitors of MITF-driven TRPM1 promoter in melanoma cells. SK-MEL-5 TRPM1 promoter luciferase, 24 h. inhibition, % at 12.5 µM. 330,000 compounds, 0.83% hits;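 active = mean inhibition across replicates of 60% or more, whatever share of single replicates reaches that level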; also: values of inactives mirror those of a sister screen read the other way
# Active calls of the source: *; x = not tested or not shown.
# Values run as follows: iPSC survival up	Exocytosis inh	NR2E3 ag-2	HIF-2a inh	PDI turbidity	MITF TRPM1 inh	aDG glyco up	CaV13 ICDI inh	Vif inh	Peg3 promoter	NR2E3 ag-1
1. Cc1nn(-c2ccccc2)c(C)c1C(=O)OC(C)C(=O)Nc1ccc(C(N)=O)cc1 (configuration not stated)
    -1.4	2	-20	8	-5	8	0.0	-5	-3	13	x
2. O=C(Nc1ccccc1)Nc1ccc2ccccc2c1
    -0.6	-1	-82	-326	1	-83	0.4	-3	-6	-247	1
3. Cc1ccc(-c2nc3ncccc3o2)cc1NC(=O)C(C)(C)C
    0.5	11	-9	0	-1	-3	-0.1	-7	-5	6	0
4. Cc1ccc(N2C(=O)/C(=C\c3ccc(C(C)C)cc3)N=C2SC2CCOC2=O)cc1 (configuration not stated)
    3.1	6	-13	5	-7	13	0.7	-3	-4	5	0
5. Nc1ccc(-c2nnn(Cc3ccccc3)n2)cc1
    -0.4	-4	-55	-149	-2	-14	0.0	-3	-2	-116	x
6. O=C(O)CC(NC(=O)C12CC3CC(CC(C3)C1)C2)c1cc([N+](=O)[O-])ccc1Cl (configuration not stated)
    -0.3	-6	-16	11	9	2	0.0	-16	2	2	0
7. COCc1c(C(=O)N/N=C/c2cccc3ccccc23)nnn1-c1nonc1N
    2.4	0	-12	8	-2	2	0.4	10	19	10	1
8. CSc1ccc(NC(=O)N2CC=C(n3c(=O)[nH]c4ccccc43)CC2)cc1
    4.3	2	2	-8	1	21	0.4	-3	-30	15	2
9. Cc1cc([N+](=O)[O-])nn1CC(=O)N1c2ccccc2CC1C (configuration not stated)
    0.8	1	2	24	2	0	-0.1	-4	-1	7	1
10. COc1c(C(=O)Nc2ccc(Cc3ccncc3)cc2)ccc2ccccc12
    -1.3	-2	10	-166	5	-8	1.2	-8	-20	-93	-4
11. O=C(CCn1nnnc1CN1CCOCC1)N1CCC(c2ccccc2F)C1 (configuration not stated)
    1.3	-4	12	12	-2	0	-0.1	-7	-2	10	0
12. CCOC(=O)c1c(CSc2ccccc2)n(C)c2cc(Br)c(OC)c(O)c12
    -0.7	22	-36	-31	11	-10	0.3	-12	-3	3	-4
13. O=c1c2ccccc2nc(/C=C/c2ccccc2)n1CCc1ccccc1
    1.9	-6	-11	16	4	-20	0.2	-3	7	1	0
14. CCOc1ccc(CN(C)C(=O)c2cc3ccccc3o2)cc1OC
    2.0	-5	-15	1	5	8	0.2	-7	8	1	2
15. COc1cccc(/C=N/NC(=O)CN2CC(c3ccccc3)CC2=O)c1OC (configuration not stated)
    4.4	0	-11	13	-7	94*	-0.3	7	-2	0	1
16. COc1ccc(C2C(C(=O)N3CCC(C)CC3)c3ccccc3C(=O)N2C)cc1 (configuration not stated)
    0.6	-1	-35	7	20	6	-0.1	-4	11	17	2
17. CCN1C(=O)[C@H]2[C@@H](c3ccc(OC)cc3)N[C@]3(CCCN(Cc4ccc(F)cc4)C3=O)[C@H]2C1=O
    2.7	0	-18	0	4	x	0.3	-3	2	6	x
18. CCn1c(C)nc2cc(C(=O)NNC(=O)CCC3CCCCC3)ccc21
    3.4	6	-19	4	0	3	0.0	x	0	0	-6
19. COc1ccc(-c2c(C(C)=O)c(C)n(C)c2C)cc1
    -0.2	0	-6	12	-1	1	0.0	-5	5	-62	-3
20. Nc1ccccc1SCC(O)Cn1ccc2ccccc21 (configuration not stated)
    -0.2	-4	-39	-5	1	-2	-0.1	x	3	-15	-1
21. CC1SCC(=O)N(CC(=O)NCCc2ccccc2)C1=O (configuration not stated)
    -0.4	-1	-23	13	1	1	1.1	-3	-7	4	2
22. COCCCNC(=O)CC[C@H]1O[C@@H](n2cnc3c(NC(=O)c4ccccc4)ncnc32)[C@H](O)[C@@H]1O
    -1.7	-2	-10	9	x	x	0.1	-10	x	1	x
23. COC(=O)c1ccc2c(c1)NC1=C(C(=O)CC(C)(C)C1)C(c1ccncc1)N2 (configuration not stated)
    -0.3	0	3	-27	-9	-10	-0.1	-5	-13	-13	3
24. COc1ccc(Cc2noc(CN3CCCC(C(=O)c4cccs4)C3)n2)cc1OC (configuration not stated)
    -1.6	-12	8	15	-9	-49	0.3	-4	0	12	1
25. CCOc1cc(N2CCOCC2)c(OCC)cc1NC(=O)Cn1cnc2c(=O)n(C)c(=O)n(C)c21
    1.9	4	-6	16	-4	-1	-0.3	10	10	5	2
26. CCC(=O)OCC(=O)Nc1ccc([N+](=O)[O-])cc1OC
    1.9	-4	-8	7	-3	-7	-0.5	-2	10	3	-1
27. O=C(Nc1ccc2nc(C3CC3)n(Cc3ccc(F)cc3)c(=O)c2c1)c1ccco1
    0.2	10	-15	-83	4	-20	0.2	-1	-2	-8	5
28. Cc1ccc(-c2csc(NC(=O)C3CC(=O)N(Cc4ccco4)C3)n2)cc1 (configuration not stated)
    0.6	-2	8	-5	2	-1	0.2	0	-5	-4	1
29. Cc1cccc(NC(=S)N2CCCCCC2)c1C
    -0.2	-1	10	-1	-5	0	0.0	-6	-1	10	x
30. COc1cccc(NC(=O)CSC2=NN3CCCC(=O)N=C3S2)c1
    2.4	-4	-9	6	21	5	-0.1	-2	13	-10	3
31. O=C(Nc1cccc(-c2nc3ccccc3o2)c1)c1cccnc1
    0.1	-4	-62	-56	-6	-17	0.6	-6	-1	-25	1
32. O=C(NNS(=O)(=O)c1ccc(Cl)cc1)NC1CCCCC1
    2.5	-4	9	4	12	1	0.0	x	25	19	4
33. C=CCNC(=O)c1cc(Cl)ccc1[N+](=O)[O-]
    -0.7	3	-1	4	2	11	-0.1	-4	7	3	0
34. CCCN(C(=O)COC(=O)CC1CCCCC1)c1c(N)n(Cc2ccccc2)c(=O)[nH]c1=O
    0.7	1	8	10	-9	-8	0.3	-4	4	11	0
35. CC(C)(C)[C@H]1COC(=O)[C@@H](Cc2ccc(F)cc2)CC/C=C/C[C@@H](CC(=O)N[C@H](CO)Cc2ccccc2)C(=O)N1
    -4.5	-4	9	10	-1	9	0.3	-9	-6	11	x
36. CCOC(=O)c1c(O)c2ccccc2n(CC)c1=O
    1.7	-5	-3	12	-5	5	-0.2	-2	4	15	-1
37. COc1ccc(C(=O)Cn2c(NCCCO)nc3ccccc32)cc1OC
    -0.8	1	-30	13	2	3	0.0	-3	-1	-17	2
38. Cc1cc(C)cc(SCc2noc(C(=O)NCCC(C)C)c2C(=O)NCCC(C)C)c1
    7.8	-2	19	17	-7	-13	0.2	-7	11	15	1
39. COc1cccc(Oc2ccc(C(F)(F)F)cc2N)c1
    2.7	-2	-18	-117	-4	-72	-0.2	-2	-3	-97	-1
40. Cc1cccc(NC(=O)CN2C(=O)NC3(CCCCCCC3)C2=O)c1C
    0.1	-2	-32	11	-2	1	0.3	-4	-6	-2	x
41. C=C(C)c1cccc(C(C)(C)NC(=O)Nc2ccccc2OCC)c1
    -0.3	0	13	20	-5	-2	0.0	-19	1	1	1
42. O=C(CN1CCCCCC1)Nc1c(Cl)cc(Cl)cc1Cl
    -0.3	-1	-16	-185	-4	-62	-0.1	-6	-5	-168	4
43. Cc1ccc(NC(=S)NC(NC(=O)c2ccccc2C)C(Cl)(Cl)Cl)c(C)c1 (configuration not stated)
    4.0	-1	-8	11	4	0	0.9	-7	8	29	-1
44. COc1ccc(CNc2nc3nc(C)c(Cl)c(C)n3n2)cc1
    0.3	-2	-18	-195	-2	-38	0.2	-3	-8	-137	-4
45. COc1ccc(NC(=O)C(=O)NNC(=O)COc2ccc(Cl)cc2)c(OC)c1
    0.5	-4	-12	12	-8	5	0.2	-5	x	7	4
46. Cc1c(NC(=O)CSc2nnc(-c3ccccc3F)o2)c(=O)n(-c2ccccc2)n1C
    4.1	0	-16	9	-8	x	-0.3	-5	15	7	x
47. COc1cc(OC)cc(-c2nnc(SCc3cccnc3)o2)c1
    -1.7	2	-7	-39	-10	-9	0.0	-9	13	-15	3
48. CCN(CC)C(=O)C1=C(C)N(CCCOC)C(=O)C(CC(=O)NC2CCCC2)C1 (configuration not stated)
    2.1	7	-8	2	-3	x	-0.1	-5	4	0	x
49. CCN(CC)C(=O)C(=O)Nc1cc(C(F)(F)F)ccc1Cl
    0.9	-3	-1	5	5	9	-0.3	-4	x	7	-1
50. O=C(c1ccc(-c2ccccc2Cl)o1)N1CCCCCCC1
    1.4	-4	-149	-237	-13	-75	-0.2	-7	-6	-270	x

# Profiles from above. Order of values: iPSC survival up, Exocytosis inh, NR2E3 ag-2, HIF-2a inh, PDI turbidity, MITF TRPM1 inh, aDG glyco up, CaV13 ICDI inh, Vif inh, Peg3 promoter, NR2E3 ag-1
# CCN(CC)C(=O)C(=O)Nc1cc(C(F)(F)F)ccc1Cl as listed: 0.9, -3, -1, 5, 5, 9, -0.3, -4, x, 7, -1
# COc1cc(OC)cc(-c2nnc(SCc3cccnc3)o2)c1 as listed: -1.7, 2, -7, -39, -10, -9, 0.0, -9, 13, -15, 3
# COc1ccc(NC(=O)C(=O)NNC(=O)COc2ccc(Cl)cc2)c(OC)c1 as listed: 0.5, -4, -12, 12, -8, 5, 0.2, -5, x, 7, 4
# Cc1ccc(NC(=S)NC(NC(=O)c2ccccc2C)C(Cl)(Cl)Cl)c(C)c1 (configuration not stated) as listed: 4.0, -1, -8, 11, 4, 0, 0.9, -7, 8, 29, -1

# Later entries
# Values run as follows: iPSC survival up	Exocytosis inh	NR2E3 ag-2	HIF-2a inh	PDI turbidity	MITF TRPM1 inh	aDG glyco up	CaV13 ICDI inh	Vif inh	Peg3 promoter	NR2E3 ag-1
51. CC1(c2ccc(OC(F)F)cc2)NC(=O)N(CC(=O)Nc2cccc(F)c2)C1=O (configuration not stated)
    0.2	-17	30	-5	-2	-6	-0.1	-5	-1	19	4
52. COc1ccccc1/C=C\C=N\n1c(-c2ccc(Cl)cc2Cl)n[nH]c1=S
    2.2	0	-29	-4	2	5	-0.2	-6	6	9	0
53. CC(=O)Nc1ccc(SCCCC(=O)c2ccccc2)cc1
    1.2	0	-54	-175	-8	-46	-0.1	-3	-17	-258	-3
54. CCOc1nc2ccccc2cc1/C=C/C(=O)O
    0.7	-5	9	12	4	9	1.3	-6	-9	18	-4
55. Cc1nccc(-c2cccc(NC(=O)c3ccccc3Cl)c2)n1
    -0.4	0	10	17	5	-25	0.2	-5	0	-1	0
56. CC(C)c1cccc(-c2csc(C(O)c3cccc(Cl)c3)n2)c1 (configuration not stated)
    3.6	1	27	1	6	x	0.0	-6	-10	31	x
57. Cc1ccc(S(=O)(=O)CCC(=O)N2CCN(c3ccc([N+](=O)[O-])cc3)CC2)cc1
    1.0	-2	-30	9	0	-66	0.5	-6	3	0	-1
58. Cc1cc(C)nc(NCC(O)COc2ccccc2C)n1 (configuration not stated)
    -2.9	4	-20	9	-8	2	0.3	-4	-1	17	1
59. COc1ccc(CNC(=O)CCS(=O)(=O)Cc2ccc(C)cc2)c(OC)c1
    -0.4	1	-4	9	3	4	0.3	-2	2	-2	-5
60. COc1ccccc1CNC(=O)CSc1nc2c(oc3ccccc32)c(=O)n1CC1CCCO1 (configuration not stated)
    0.7	-2	-11	13	-8	4	0.3	-5	5	14	-4
61. Cc1ccc(NC(=O)COC(=O)c2cccnc2)cc1
    -0.6	4	-2	13	-1	0	0.0	-7	5	5	0
